Bioassay records (PubChem BioAssay)
SIRT5 block – inhibitors of human sirtuin-5 desuccinylase. Q9NXA8. Purified SirT5, succinyl-peptide AMC, trypsin-coupled fluorescence. inhibition, % at 15 µM. actives 1.1% (n = 330,000). AID 652115; in the data active = inhibition above about 15%; inconclusive = no clear call, values can overlap the other calls
Target sequence (Q9NXA8 whole entry, looked up): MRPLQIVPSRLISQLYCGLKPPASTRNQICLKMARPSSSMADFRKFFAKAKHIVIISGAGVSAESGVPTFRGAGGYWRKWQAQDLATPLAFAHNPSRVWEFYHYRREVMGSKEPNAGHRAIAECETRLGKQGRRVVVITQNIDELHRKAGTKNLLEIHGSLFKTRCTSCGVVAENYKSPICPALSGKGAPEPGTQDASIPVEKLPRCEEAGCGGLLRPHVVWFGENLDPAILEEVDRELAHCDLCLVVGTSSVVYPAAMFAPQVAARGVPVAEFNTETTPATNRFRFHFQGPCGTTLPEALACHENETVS
F508del corr – CFTR F508del correction in bronchial cells; activity (quench increase), % at 7.58 µM; actives 0.36% (n = 350,000); CFBE cells, YFP halide quenching; stimulated with forskolin plus potentiator P3; % fluorescence drop versus neutral controls;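 active = mean added fluorescence quench of at least 8% versus neutral control, with both replicates also reaching 8%; inconclusive = only one of the mean or replicate conditions met; inactive = mean below 8% and not both replicates reaching 8%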;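 note: cells transiently co-express mutant CFTR-F508del with the halide-sensitive YFP; corrector assay measuring rescue of mutant channel to the surface after 24 h compound exposure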
ERAP1 HTS inh – inhibitors of human ERAP1 aminopeptidase | recombinant ERAP1, Leu-AMC fluorescence, 60 min | AID 652197 | inhibition, % at 10.7 µM | Q9NZ08 | actives 0.15% (n = 340,000);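 active = mean replicate inhibition of at least 30%, or all replicates individually reaching that 30% level; inactive = mean below 30% and not every replicate reaching it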;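 note: 0% = neutral control wells and 100% = L-leucinethiol positive control wells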
miR122 inh – inhibitors of miR-122 in Huh7 cells; Huh7 miR-122 Renilla luciferase sensor, 48 h; neutral wells = 0, positive control = 100; activation (reporter increase), % at 12.5 µM; actives 0.3% (n = 340,000);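 active = mean replicate activation score at least 90 and every replicate individually at or above 90; inconclusive = only one of the two criteria met; inactive = neither criterion met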;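 note: higher luciferase means less miR-122 activity so hits act as miR-122 inhibitors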
DENV2 CPE rescue – DENV2-induced cell death inhibition; DENV2-infected cells, cytopathic effect rescue, plate reader; CPE inhibition, % at 9.99 µM; actives 1.7% (n = 350,000); in the data active = CPE inhibition above about 20%, passing the limit was not always enough; inconclusive = no clear call, values can overlap the other calls; tested in BHK-21 cells;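 note: 0% = median of neutral control wells and 100% = median of positive control wells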
CASP6 VEID inh – caspase-6 (human) enzyme inhibition. P55212. purified caspase-6, Z-VEID-R110 cleavage fluorescence. inhibition, % at 12.5 µM. actives 0.53% (n = 350,000);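 active = mean inhibition across replicates at least about 35%, with every replicate also reaching that limit, limit read from the data; inconclusive = only one of the two criteria met; inactive = neither criterion met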;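 note: 0% = median of neutral control wells and 100% = no fluorescence left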
Target sequence (P55212 24-179 limits assumed): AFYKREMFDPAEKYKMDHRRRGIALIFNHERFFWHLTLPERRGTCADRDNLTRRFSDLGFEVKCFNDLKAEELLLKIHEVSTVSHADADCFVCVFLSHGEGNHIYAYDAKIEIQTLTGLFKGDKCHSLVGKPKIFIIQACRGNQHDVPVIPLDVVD
Target sequence (P55212 194-293 limits assumed): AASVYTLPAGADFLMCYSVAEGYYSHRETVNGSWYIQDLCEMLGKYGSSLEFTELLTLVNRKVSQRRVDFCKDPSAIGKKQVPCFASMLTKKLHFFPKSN
ERp5 inh – inhibitors of human ERp5 | Q15084 | ERp5 insulin aggregation, absorbance 650 nm, 90 min | inhibition, % at 9.99 µM | actives 0.05% (n = 350,000);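 active = mean replicate inhibition above about 25%, with every replicate also reaching it, limit read from the data, passing the limit was not always enough; inconclusive = only one of those two criteria met; inactive = neither criterion met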
Target sequence (Q15084 whole entry, looked up): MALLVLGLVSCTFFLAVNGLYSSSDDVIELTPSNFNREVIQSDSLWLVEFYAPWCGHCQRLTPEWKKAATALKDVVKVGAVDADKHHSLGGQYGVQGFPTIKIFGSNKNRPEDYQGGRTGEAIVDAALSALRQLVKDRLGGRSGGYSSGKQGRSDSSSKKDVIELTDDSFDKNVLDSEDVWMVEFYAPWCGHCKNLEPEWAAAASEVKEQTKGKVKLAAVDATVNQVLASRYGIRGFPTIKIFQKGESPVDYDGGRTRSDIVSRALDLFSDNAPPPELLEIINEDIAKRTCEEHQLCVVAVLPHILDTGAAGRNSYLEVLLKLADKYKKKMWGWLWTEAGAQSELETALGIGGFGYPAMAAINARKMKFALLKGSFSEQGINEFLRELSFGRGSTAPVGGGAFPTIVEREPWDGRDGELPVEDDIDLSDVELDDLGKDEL
* = called active by the depositor; u = inconclusive; x = not tested or not shown; & = joins results of further samples; [ ] = remark or other dose.

SMILES	SIRT5 block	F508del corr	ERAP1 HTS inh	miR122 inh	DENV2 CPE rescue	CASP6 VEID inh	ERp5 inh
Cc1cc(-n2c(C)cc(C(=O)CSc3nncn3C(C)C)c2C)no1	-3	0.9	0	x	-1	-7	2
CC(C)N1CCNCC1	-1	-1.6	-1	x	u	-30	-1
CCCNC(=O)C1(C)CCCN(C(=O)Cc2ccc(OC)cc2)C1 (configuration not stated)	-5	-2.9	6	x	-7	0	0
COC(=O)[C@]12CCCCC=C1N(Cc1cccc3ccccc13)C(=O)[C@H](CC(=O)NCc1ccc(OC)c(OC)c1)C2	1	-0.5	0	x	2	1	-14
Cc1ccc(OCCN(C)C(=O)C2CCC(=O)N(CCCN3CCCC3=O)C2)cc1 (configuration not stated)	-5	1.6	-1	-4	17	-2	10
Cc1ccnc(NS(=O)(=O)c2ccc(NC(=O)C3CC=CCC3C(=O)O)cc2)n1 (configuration not stated)	9	-0.3	0	-2	3	3	-4
COc1ccc(C2/C(=C(/O)c3ccc(F)cc3)C(=O)C(=O)N2CCCN(C)C)cc1 (configuration not stated)	-2	0.0	x	14	x	0	8
Cc1ccc(C2C(C#N)=C(N)Oc3cc(N)ccc32)cc1 (configuration not stated)	0	0.3	-2	1	10	-1	8
Cc1ccc(S(=O)(=O)N[C@H]2CC[C@@H](CC(=O)NCc3ccc(Cl)c(Cl)c3)O[C@H]2CO)cc1	-1	4.0	-4	x	-7	0	8
CN(C)/C=C/C(=O)c1ccc(Cl)s1	-3	-2.2	5	1	-4	-5	1
COc1cc2c(cc1OC)C(SC)=NC1(CCCC1)C2	1	x	2	x	8	1	2
COc1ccc(/C=N/NC(=O)c2ccc(NC(=O)C3CCCCC3)cc2)cc1O	-2	1.3	-3	-4	u	3	2
O=[N+]([O-])c1cc2c(cc1/C=N/n1cnnc1)OCO2	-3	-0.2	5	x	2	1	0
O=S(=O)(Nc1ccc(N2CCOCC2)cc1)c1cccs1	-4	x	8	-4	x	0	1
O=C(CN1C(=O)COc2ccc(S(=O)(=O)N3CCCC3)cc21)NC1CC1	1	-1.6	-3	x	0	-2	6
C[C@@H]1CN([C@H](C)CO)C(=O)c2cc(NS(=O)(=O)c3ccc(F)cc3)ccc2O[C@@H]1CN(C)Cc1ccc(Cl)c(Cl)c1	-2	1.8	-3	x	11	1	1
Cn1c(=O)oc2cc(S(=O)(=O)CCC(=O)NCCc3ccccc3)ccc21	-1	-5.9	-1	-3	0	1	-6
O=C(C[C@@H]1C=C[C@@H](NC(=O)CC2CC2)[C@H](CO)O1)NCC(F)(F)F	0	0.6	-1	x	-1	1	-3
O=c1c2ccccc2nc(/C=C/c2cccc(Br)c2)n1CCCO	-4	-4.6	1	x	u	-1	3
CCOc1ccc(CCNC(=O)COC(=O)/C=C/c2ccc(OC(F)F)c(OC)c2)cc1OCC	2	2.6	0	-1	5	-1	2
C[C@H]1CN([C@@H](C)CO)C(=O)c2cccc(NC(=O)Nc3ccc(F)cc3)c2O[C@H]1CN(C)Cc1ccc(Cl)c(Cl)c1	5	-1.4	0	24[16.7 µM]	-2	3	-8
O=C(c1ccc(Cl)c([N+](=O)[O-])c1)N1CCN(Cc2ccc3c(c2)OCO3)CC1	3	0.3	5	x	1	x	2
O=C(CS(=O)(=O)c1ccccc1)N1CCN(c2ccccc2)CC1	-1	0.2	-1	-1	103*	4	1
Cc1ccc2oc(=O)c3cnn(CC(=O)N(CCCN4CCOCC4)Cc4ccco4)c3c2c1	2	1.5	-4	3	9	-1	-3
C[C@H]1CNC(=O)c2c(C(=O)Nc3ccc(CNC(=O)OC(C)(C)C)cc3)ncn21	x	12*	3	0	7	-3	-5
O=C(C(=O)N1CCC(Cc2ccccc2)CC1)c1cccs1	-5	-7.0	x	x	-11	-2	0
CO[C@@H]1CN(C)C(=O)c2cc(NC(=O)C3CC3)ccc2OC[C@H](C)N(Cc2ccncc2)C[C@@H]1C	-2	-2.2	3	2[16.7 µM]	-8	-1	0
Cc1ccc(S(=O)(=O)Nc2ccc3c(c2)C(=O)N([C@H](C)CO)C[C@@H](C)[C@H](CN(C)C)OCCCC[C@H](C)O3)cc1	-3	1.7	1	1[16.7 µM]	-1	-2	8
CCCCCCn1cc(CN2CC(N3CCN(Cc4ccccc4F)CC3)CS2(=O)=O)nn1 (configuration not stated)	-1	1.9	x	x	-6	0	6
CCOc1cccc2sc(N(CCCN(C)C)C(=O)c3ccc(C(=O)c4ccccc4)cc3)nc12	-5	-4.7	-8	-10	-8	-1	4
O=S(=O)(N[C@H]1CC[C@@H](CCn2cc(C3(O)CCCC3)nn2)O[C@H]1CO)c1ccc(F)cc1	-3	-0.3	1	x	16	-2	0
O=C(Nc1nc2ccccc2s1)c1cccc(S(=O)(=O)N2CCc3ccccc32)c1	-2	2.7	4	-6	-5	1	4
C[C@]12C(=O)N(c3ccc(Cl)cc3)C(=O)N1[C@@H]1c3ccccc3OC[C@@H]1[C@H]2c1ccccc1	x	-0.4	2	-7	0	3	1
O=c1c2ccccc2ccc2ccccc12	-2	-2.6	-2	x	1	1	2
CCNC(=O)C[C@@H]1C=C[C@@H](NS(=O)(=O)c2ccc(F)cc2)[C@@H](CO)O1	1&1	1.0&0.0	-1	10[16.7 µM]	-3&-3	0&1	2&-1
CC(C)(CNC(=O)c1ccc(NS(=O)(=O)c2ccc(Br)cc2)cc1)N1CCOCC1	0	-0.6	2	x	-1	-3	-7
O=C(NCC(O)c1ccccc1)c1ccccc1 (configuration not stated)	-2	-0.9	x	-4	5	-4	3
C[C@@H]1CN([C@H](C)CO)C(=O)c2cc(NS(=O)(=O)c3ccc(F)cc3)ccc2O[C@@H](C)CCCCO[C@H]1CN(C)CC1CCCCC1	3	0.6	3	-4[16.7 µM]	-1	3	-1
O=C(CC(Cc1ccccc1)C(=O)O)Nc1ccccc1 (configuration not stated)	-4	-1.2	-2	x	0	3	-4
CO[C@@H]1CC[C@@H]2CCOc3c(C#N)cccc3C(=O)N(C)C[C@@H](C)C(=O)N(C)C[C@@H]1O2	1	0.5	0	x	3	1	-2
Cc1cccc(NC(=O)c2cc(NC(=O)c3ccco3)ccc2N2CCCCC2)c1	-1	-1.2	-6	-2	x	-3	7
CN1C(=O)c2cc(NC(=O)Nc3ccc(Cl)cc3)ccc2OC[C@@H]2O[C@@H](CC(=O)NCCN3CCCCC3)CC[C@@H]21	-4	0.8	-6	-18[16.7 µM]	-7	3	-2
Cc1noc(C)c1S(=O)(=O)Nc1ccc2c(c1)C(=O)N([C@@H](C)CO)C[C@H](C)[C@@H](CN(C)C(=O)C1CCCCC1)OCCCC[C@H](C)O2	-4	-7.5	-3	-9[16.7 µM]	-9	-1	3
CN(C)C(CNC(=O)c1ccc(NC(=O)c2cccs2)cc1)c1ccccc1 (configuration not stated)	1	2.8	-4	x	-4	-5	-4
N#CCC(=O)Nc1ccc(C(=O)OCC(=O)NC2CCCCCC2)cc1	-1	-3.0	0	-4	-8	-5	5
CCCCOc1ccc(NC(=O)Nc2nnc(C)s2)cc1	-4	-0.4	1	21	5	-3	5
O=C(NNc1nc2cc3c(cc2s1)OCO3)c1cccc(F)c1	-1	-0.3	4	-2	-5	1	2
CCOc1ccc(NS(=O)(=O)c2ccc(C(=O)N3CCCCC3)cc2)cc1	-2	2.3	0	-5	-7	-18	-6

An excerpt of these results, with values under each structure.
Results follow in this order: SIRT5 block, F508del corr, ERAP1 HTS inh, miR122 inh, DENV2 CPE rescue, CASP6 VEID inh, ERp5 inh
> C[C@@H]1CN([C@H](C)CO)C(=O)c2cc(NS(=O)(=O)c3ccc(F)cc3)ccc2O[C@@H]1CN(C)Cc1ccc(Cl)c(Cl)c1
  -2, 1.8, -3, x, 11, 1, 1
> O=S(=O)(N[C@H]1CC[C@@H](CCn2cc(C3(O)CCCC3)nn2)O[C@H]1CO)c1ccc(F)cc1
  -3, -0.3, 1, x, 16, -2, 0
> CO[C@@H]1CC[C@@H]2CCOc3c(C#N)cccc3C(=O)N(C)C[C@@H](C)C(=O)N(C)C[C@@H]1O2
  1, 0.5, 0, x, 3, 1, -2
> O=C(NCC(O)c1ccccc1)c1ccccc1 (configuration not stated)
  -2, -0.9, x, -4, 5, -4, 3
> CC(C)N1CCNCC1
  -1, -1.6, -1, x, u, -30, -1
> CCOc1cccc2sc(N(CCCN(C)C)C(=O)c3ccc(C(=O)c4ccccc4)cc3)nc12
  -5, -4.7, -8, -10, -8, -1, 4

(continued)
SMILES	SIRT5 block	F508del corr	ERAP1 HTS inh	miR122 inh	DENV2 CPE rescue	CASP6 VEID inh	ERp5 inh
COc1ccc(NC(=O)c2nc[nH]c2C(=O)NCc2ccccc2)cc1	0	-0.5	-3	x	-8	-7	6
C[C@@H]1CCCCO[C@H](CN(C)Cc2ccc3c(c2)OCO3)[C@H](C)CN([C@H](C)CO)C(=O)c2cc(NC(=O)Cc3ccccc3)ccc2O1	x	0.1	x	3[16.7 µM]	-4	x	x
CCCc1nc2ccccc2n1C(CCSC)C(=O)NC(C)(C)C (configuration not stated)	-3	3.2	2	x	0	-10	11
CCn1c(C(=O)N2CCC(C(=O)NCc3cccs3)CC2)cc2sccc21	3	3.3	2	8	2	3	3
C/C=C/c1ccc([C@@H]2[C@@H](CN(CC)C(=O)CC)N(C(C)=O)[C@H]2CO)cc1	-1	0.4	-3	6[16.7 µM]	17	2	3
CN(CCc1ccccc1)C(=O)c1cccc(NC(=O)Cc2cccc(NC(=O)C3CCCN(C(=O)c4ccccc4)C3)c2)c1 (configuration not stated)	-1	4.7	-1	-3	3	-1	-1
CCOc1ccc(S(=O)(=O)N2CCC(C(=O)NCc3ccccc3CN3CCCC3)CC2)cc1	-3	2.5	0	0	-5	-8	0
C[C@@H]1CCCCO[C@H](CN(C)S(=O)(=O)c2ccccc2)[C@@H](C)CN([C@@H](C)CO)C(=O)c2cc(NC(=O)Nc3ccc(F)cc3)ccc2O1	-1	-3.8	0	-7[16.7 µM]	-4	-3	-3
CCOc1cc(S(=O)(=O)n2ccc(C)n2)ccc1Br	-3	-4.1	13	0	x	-2	-4
COc1cc(/C=C/C(=O)OCC(=O)N(C)Cc2ccccc2)cc(OC)c1OC	-20	-3.0	0	x	-3	0	-8
CN(CCc1ccccn1)c1ccccc1	4	-1.6	1	x	-2	0	3
O=C(NC1CCCCC1)c1ccc(-c2ccccc2)cc1	1	-1.9	9	-1	-3	-2	2
COCCNC(=O)CN1C(=O)COc2ccc(S(=O)(=O)N3CCCCCC3)cc21	-4	0.1	-2	x	7	0	2
CCOC(=O)C1(CC2CCCCO2)CCN(Cc2nccn2-c2cccc(C)c2)CC1 (configuration not stated)	-2	-2.3	-5	x	3	-3	2
CC(=O)Nc1nc(-c2ccc3ccccc3c2)cs1	2	-2.0	-3	x	5	-3	0
CCOC(=O)c1ccc(OCC2NCCc3cc(OC)c(OC)cc32)cc1 (configuration not stated)	-2	2.0	1	-4	12	-2	2
Cc1noc(C)c1S(=O)(=O)Nc1ccc2c(c1)C(=O)N([C@H](C)CO)C[C@@H](C)[C@@H](CN(C)Cc1ccc(-c3ccccc3)cc1)O2	5	-2.0	1	57[16.7 µM]	-13	1	-7
C[C@@H]1CN([C@@H](C)CO)C(=O)c2cc(C3=CCCC3)cnc2O[C@@H]1CN(C)C(=O)Nc1ccccc1	-7	-0.1	3	-14[16.7 µM]	-12	3	0
Fc1ccc(N/N=C/c2cccnc2)c(F)c1	0	-3.5	0	x	7	-3	2
CCC(=O)N(C)C[C@H]1Oc2ncc(-c3ccc(C)cc3)cc2C(=O)N([C@@H](C)CO)C[C@@H]1C	0	2.4	4	5[16.7 µM]	8	0	-3
COc1ccc(/C=C2/N=C(SC)NC2=O)cc1OC	-4	0.2	x	x	1	0	-4
Cc1ccc(NS(=O)(=O)c2cccc(C(=O)NCc3ccccn3)c2)cc1	-1	0.0	-1	x	1	-2	0
Cc1cc(OCC(=O)OC(C)C(=O)Nc2ccc(N3CCOCC3)cc2)ccc1Cl (configuration not stated)	-3	1.9	-6	x	2	4	-2
O=c1c2ccccc2nc(COc2ccccc2)n1/N=C/c1cn[nH]c1-c1ccccc1	4	0.2	1	-18	u	-2	3
CCOC(=O)Cn1nc(C)c(NC(=O)COc2ccccc2)c1C	1	x	0	x	-5	2	-3
